DNMT1 block = blocks human DNA methyltransferase DNMT1; P26358; DNMT1 molecular beacon, Hinp1I cleavage, fluorescence; inhibition (reported as % activation of signal), % at 10 µM; 360,000 compounds, 0.83% hits; AID 588458; in the data active = inhibition above about 50%
SUMO1 PPI mod = SUMO1-SIM interaction modulation; inhibition, % at 20 µM; 360,000 compounds, 0.33% hits; SUMO1 binding to a labelled peptide, TR-FRET, 1 h; AID 602429; in the data active = inhibition above about 37%
CendR NRP1 mod = NRP-1/CendR interaction modulation; FAM-RPARPAR peptide binding to NRP-1, fluorescence polarization; inhibition, % at 25 µM; 360,000 compounds, 0.85% hits;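 active = inhibition or corrected inhibition above about 18%, plus a signal ratio from 0.5 to 1.5, limit read from the data, passing the limit was not always enough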; also: strong numbers were not always called active
NadD block = inhibitors of Staphylococcus aureus NadD; purified NadD enzyme, colorimetric absorbance read-out; inhibition, % at 20 µM; 360,000 compounds, 0.78% hits; AID 602399; in the data active = inhibition above about 26%; also: some compounds past the cut are filed as inactive
Scp-1 inhibitor = inhibitors of human Scp-1 phosphatase | inhibition, % at 20 µM | Recombinant Scp1, phosphopeptide, malachite green phosphate absorbance | 340,000 compounds, 0.88% hits | AID 493091;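 active = inhibition above about 50% at 20 µM, limit read from the data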;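 also: plate controls were DMSO wells with enzyme for no effect and wells lacking enzyme for full effect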
Target sequence (Q9GZU7 76-261 limits assumed): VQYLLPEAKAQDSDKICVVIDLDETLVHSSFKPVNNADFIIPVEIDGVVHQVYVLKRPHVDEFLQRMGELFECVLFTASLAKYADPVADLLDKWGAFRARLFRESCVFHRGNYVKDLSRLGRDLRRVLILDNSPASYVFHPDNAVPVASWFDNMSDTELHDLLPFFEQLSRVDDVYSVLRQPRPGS
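Material – SCP-1 phosphatase catalytic domain, residues 76-261 · Buffer or medium – Acidic Tris acetate buffer with magnesium and detergent · Also added – Phospho 17-mer peptide substrate · Compound – single 20 µM dose, 1% DMSO · Times – 45 min room-temperature reaction, 5 min colour, 30 min stabiliser · Technique – Phosphate-binding colour reagent, absorbance read at 630 nm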
SKN-1 inh = C. elegans SKN-1 inhibition. C. elegans VP596 Pgst-4::GFP/RFP ratio, acrylamide-induced, 24 h. inhibition, % at 21.8 µM. 360,000 compounds, 0.49% hits;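 active = interference check ratio from 0.5 to 1.5 plus GFP to RFP signal ratio inhibition reaching or exceeding a fixed threshold, cut at about 30% in these data, passing the limit was not always enough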; also: some compounds called inactive have numbers as strong as hits
Rpn11 inh = inhibitors of human proteasome Rpn11. human 26S proteasome, Ub4-pepOG fluorescence polarization; 20S core pre-blocked with epoxomicin. calls only at 20 µM. AID 588493. O00487. 360,000 compounds, 0.59% hits;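 active = inhibition at 20 µM, scaled to each plate's controls, above about 33%, limit read from the data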
STEP inh = blocks human striatal-enriched tyrosine phosphatase | P54829 | AID 588621 | 360,000 compounds, 0.25% hits | inhibition, % at 20 µM | recombinant STEP, OMFP fluorogenic substrate, fluorescence;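 active = inhibition at 20 µM, scaled per plate between control wells, above about 37%, limit read from the data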;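 also: 0% = DMSO with enzyme and substrate and 100% = substrate only without enzyme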
Target sequence (P54829 whole entry, looked up): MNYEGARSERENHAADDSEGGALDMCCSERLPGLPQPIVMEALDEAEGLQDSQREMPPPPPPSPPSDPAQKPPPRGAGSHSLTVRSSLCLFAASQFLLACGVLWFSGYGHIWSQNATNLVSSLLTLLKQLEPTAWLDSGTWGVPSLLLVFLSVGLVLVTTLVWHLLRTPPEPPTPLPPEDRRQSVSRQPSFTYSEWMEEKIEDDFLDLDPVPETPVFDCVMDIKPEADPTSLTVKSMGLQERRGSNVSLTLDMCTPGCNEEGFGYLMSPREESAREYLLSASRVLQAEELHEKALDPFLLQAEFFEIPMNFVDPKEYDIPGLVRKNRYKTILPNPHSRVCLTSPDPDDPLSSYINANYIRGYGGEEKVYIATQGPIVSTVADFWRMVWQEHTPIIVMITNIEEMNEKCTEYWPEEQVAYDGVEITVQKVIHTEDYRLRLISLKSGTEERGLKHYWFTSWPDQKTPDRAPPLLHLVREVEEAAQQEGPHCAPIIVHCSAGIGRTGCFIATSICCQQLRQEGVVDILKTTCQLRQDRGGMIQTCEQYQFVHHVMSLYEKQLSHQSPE
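System: STEP phosphatase, cell-free reaction; Buffer or medium: Bis-Tris pH 6.0 buffer with DTT, detergent; Incubation: 20 min at room temperature, dark; Measured by: fluorescence, 480/540 nm.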
MT1-MMP act inh = inhibitors of human MT1-MMP activation. GFP/RFP ratio change, % at 20 µM. AID 651647. 360,000 compounds, 0.061% hits. HT1080 RFP-PRO-GFP cells, GFP/RFP ratio fluorescence, overnight; percent of plate control window, DMSO zero;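 active = GFP/RFP ratio change of at least 30% with cell ATP level not reduced by more than half and red fluorescence within 50% of control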; also: strong numbers were not always called active
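Test system: HT1080 RFP-PRO-GFP cells; Benchmarks: DMSO and RFP-L50D-GFP cell wells; Timing: cells overnight before dosing, compound overnight, 37 °C, 5% CO2; Compound: one 20 µM compound dose with 1% DMSO; Read-out: GFP/RFP fluorescence ratio.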
LMPTP block = blocks human LMPTP phosphatase | inhibition, % at 20 µM | 360,000 compounds, 0.22% hits | recombinant LMPTP-A, OMFP fluorogenic substrate, fluorescence intensity | P24666;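 active = compounds that cut the enzyme signal by at least half of the control window in the single-dose screen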;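 also: plate controls were DMSO wells with enzyme plus substrate for no effect and substrate without enzyme for full effect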
Target sequence (P24666 whole entry, looked up): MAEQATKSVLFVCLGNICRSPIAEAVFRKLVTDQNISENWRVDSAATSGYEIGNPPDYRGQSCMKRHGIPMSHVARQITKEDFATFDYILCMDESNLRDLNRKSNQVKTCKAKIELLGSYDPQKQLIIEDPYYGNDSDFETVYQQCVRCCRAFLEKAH
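Assay system: LMPTP-A, protein tyrosine phosphatase of low molecular weight / Medium: pH 6.0 Bis-Tris buffer with DTT and Triton X-100 / Schedule: 50 min enzyme reaction at room temperature, protected from light / Measured by: endpoint fluorescence intensity from OMFP dephosphorylation / Read-out basis: % inhibition relative to no-enzyme and uninhibited control wells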
* marks the source's active call; other numbers are inactive results; i = inactive; . = not tested or not shown; + = active, no number.

DNMT1 block	SUMO1 PPI mod	CendR NRP1 mod	NadD block	Scp-1 inhibitor	SKN-1 inh	Rpn11 inh	STEP inh	MT1-MMP act inh	LMPTP block	smiles
-17	-3	-20	8	-7	-8	i	1	-6	-0.6	N#CC1=C(N)Oc2c(ccc3ccccc23)C1c1ccsc1 (stereo not drawn)
-6	-42	11	4	1	-8	i	1	-4	-0.1	O=C(OCc1nnc(-c2ccc([N+](=O)[O-])cc2)o1)C1CCN(C(=O)c2ccc(F)cc2)CC1
2	0	-4	-6	-7	-3	i	3	8	-0.9	CCOc1ccccc1NC(=O)c1ccc(OCC)c([N+](=O)[O-])c1
-13	1	5	4	-3	-6	i	0	-6	2.3	N#Cc1c(N2CCCCC2)nc(N)c2c(N)nc3c(c12)CC(c1ccccc1)O3 (stereo not drawn)
-1	0	-11	-3	47	1	i	-2	.	-0.2	COc1ccc(Cl)cc1NC(=O)COC(C)=O
2	5	-1	1	1	8	i	-3	4	-1.8	CCOC(=O)N1CCC(NS(=O)(=O)c2cc3c(cc2C)NC(=O)CO3)CC1
1	3	-9	-1	-5	-1	i	0	5	0.1	O=C(NC(=S)NNC(=O)c1ccco1)c1ccccc1
9	5	3	0	.	2	i	-3	2	-1.0	CN(C)c1cccc(CNC(=O)c2csc([C@@H]3O[C@H](CO)[C@@H](O)[C@H]3O)n2)c1
0	-4	-2	-1	5	-25	i	-14	-2	-1.3	CCn1c(-c2cccc(Br)c2)n[nH]c1=S
-8	5	-8	-3	0	6	+	0	10	22	Cn1c(CO)cnc1SCc1ccc(Cl)cc1
-1	-4	0	-7	-2	-17	i	-2	-1	-1.3	CCC(C(=O)NCCCN1CCN(CCCNC(=O)C(CC)c2ccccc2)CC1)c1ccccc1 (stereo not drawn)
14	3	19	-2	-6	13	i	-1	2	-1.0	Cc1ccsc1/C=N/NC(=O)c1nnn(-c2nonc2N)c1CSc1ccccc1
-2	-23	3	5	.	1	i	-1	-3	0.1	Cc1ccc2c(c1)c1nnc(SCC(=O)NC3CC3)nc1n2C
0	0	-2	-2	-1	-25	i	2	-1	0.1	NS(=O)(=O)c1ccc(CCNC(=O)COC(=O)C2COc3ccccc3O2)cc1 (stereo not drawn)
-1	-5	16	2	-15	10	i	1	-1	-3.0	COc1ccccc1N1CCN(C(=O)c2ccc(N3CCCC3=O)cc2)CC1
-1	-7	-6	-7	-3	0	i	-2	-2	0.5	Cc1ccc(C(=O)Nc2cc(-c3ccn[nH]3)c(C)n(N)c2=O)cc1
1	7	-20	33*	-5	5	i	9	3	-2.3	O=C(Cc1csc(Nc2nc(=S)[nH]c3ccccc23)n1)N1CCN(c2cccc(C(F)(F)F)c2)CC1
-1	-1	-14	-5	0	3	i	0	-2	0.1	O=C1CSC(=Nc2ccc(Cl)cc2)N1
-1	-4	-1	-2	0	-5	i	1	2	-1.1	CSc1nc(N)cc(=O)[nH]1
-3	-9	2	3	4	1	i	-2	-7	-0.5	O=C(NCCc1c[nH]c2ccccc12)/C(=C\c1ccco1)NC(=O)c1ccco1
6	1	2	-1	1	-4	i	1	-22	-1.4	CC1(C)C2CCC1(C)C(OCC[N+](C)(C)CC(=O)OC1CCCCC1)C2 (stereo not drawn)
3	3	1	-1	-9	12	i	2	-2	-1.8	C=CCOc1ccc2oc(=O)cc(C)c2c1
2	1	4	-1	-3	-8	i	-2	4	-1.6	CN(C(=O)COC(=O)c1cc(Br)c(Br)s1)C1CCS(=O)(=O)C1 (stereo not drawn)
.	-2	-1	.	.	-5	.	.	6	-1.5	Cc1cc2c(cc1C)-n1nnnc1C(N1CCCC1)C(=O)N2 (stereo not drawn)
-4	-7	-1	-3	-10	6	i	-1	0	1.9	CC(=O)N1N=C(c2ccccc2)CC1c1cn(C)c2ccccc12 (stereo not drawn)
-2	-1	14	5	.	7	i	1	9	-0.7	COc1cc(CN2C[C@@H](CO)O[C@@H](n3cnc4c(Nc5ccccc5)ncnc43)C2)cc(OC)c1OC
.	-10	-5	.	.	-1	.	.	-5	2.3	CSCCC(c1nc2ccccc2[nH]1)n1c(/C=C/c2ccc(F)c(F)c2)nc2ccccc21 (stereo not drawn)
-2	-9	-16	-3	-5	4	i	-2	-2	1.6	CC(C)(C)CN1CCN(Cc2cc3ccccc3[nH]2)CC1CCO (stereo not drawn)
3	3	7	-5	-1	-20	i	-2	-2	-0.6	CC(=O)NC(Cc1c[nH]c2ccccc12)C(=O)NCCc1ccccc1 (stereo not drawn)
-5	-7	9	-6	-7	5	i	4	4	-0.6	COc1ccc(C(=O)Cc2cc(OC)c(OC)cc2[N+](=O)[O-])c(OC)c1

Reprinted from the part before: five compounds; new compounds follow.
DNMT1 block	SUMO1 PPI mod	CendR NRP1 mod	NadD block	Scp-1 inhibitor	SKN-1 inh	Rpn11 inh	STEP inh	MT1-MMP act inh	LMPTP block	smiles
-2	-1	14	5	.	7	i	1	9	-0.7	COc1cc(CN2C[C@@H](CO)O[C@@H](n3cnc4c(Nc5ccccc5)ncnc43)C2)cc(OC)c1OC
.	-10	-5	.	.	-1	.	.	-5	2.3	CSCCC(c1nc2ccccc2[nH]1)n1c(/C=C/c2ccc(F)c(F)c2)nc2ccccc21 (stereo not drawn)
-2	-9	-16	-3	-5	4	i	-2	-2	1.6	CC(C)(C)CN1CCN(Cc2cc3ccccc3[nH]2)CC1CCO (stereo not drawn)
3	3	7	-5	-1	-20	i	-2	-2	-0.6	CC(=O)NC(Cc1c[nH]c2ccccc12)C(=O)NCCc1ccccc1 (stereo not drawn)
-5	-7	9	-6	-7	5	i	4	4	-0.6	COc1ccc(C(=O)Cc2cc(OC)c(OC)cc2[N+](=O)[O-])c(OC)c1
2	7	12	0	.	4	i	-1	0	-1.5	CCOC(=O)CC1C(=O)NCCN1C(=S)NC(=O)c1ccc(C)c(Br)c1 (stereo not drawn)
-1	-22	3	-3	-7	-18	i	-1	-1	-1.0	Nc1nonc1-n1nnc(C(=O)N/N=C/c2ccco2)c1-c1ccccc1
1	8	12	-3	-7	-2	i	3	4	-0.6	CC(NCC(=O)Nc1cc(Cl)cc(Cl)c1)c1ccccc1 (stereo not drawn)
-3	-3	0	0	-8	12	i	0	8	-1.9	CN(Cc1ccccn1)Cc1nc(Cc2ccccc2Cl)no1
2	1	1	-5	-5	2	i	2	3	0.0	CCOCc1c(C(=O)NC2CCCCCC2)oc2ccccc12
0	9	-10	-4	-8	2	i	3	-1	2.0	CCc1ccc(OCC(=O)Nc2ccc3c(c2)OCCO3)cc1
-2	-5	-6	-7	-1	5	i	-4	5	1.8	COc1cccc(/C=C/C(=O)OCC(=O)Nc2cccc(S(=O)(=O)N(C)C)c2)c1
0	1	-2	-2	-4	-1	i	-2	-2	-0.5	Cc1ccccc1NCc1nnc2n1CCCCC2
0	1	0	-4	-5	5	i	-1	2	-1.6	O=C(CCCC(=O)OCC(F)(F)C(F)F)Nc1ccc(NC(=O)CCCC(=O)OCC(F)(F)C(F)F)cc1
-1	-11	3	1	-3	5	i	1	-3	-0.4	N#C/C(=C\c1ccc(C(=O)O)cc1)c1ccccn1
2	-2	24*	-7	.	8	i	-2	-9	-0.1	CCc1cc(C(=O)Nc2ccc(OC)nc2)sc1C
3	9	-29	19	56*	9	i	2	-14	0.9	COc1cc(/C=C(\C#N)C(=O)Nc2cccc(C(=O)O)c2)ccc1OCc1ccc(F)cc1
2	-10	10	-4	2	-1	i	2	-2	-1.4	Nc1nnnn1/N=C/c1cccs1
-10	7	-1	-8	-8	8	i	2	1	-0.4	CCN1CCN(c2ccc(S(=O)(=O)N3CCOCC3)cc2NC(=O)C(C)Oc2cccc(Cl)c2)CC1 (stereo not drawn)
8	-10	-6	-1	-5	-16	i	-1	-2	0.0	COc1cc(CNCCc2ccc(S(N)(=O)=O)cc2)ccc1OCC(=O)N1CCCCC1
.	3	-5	.	.	-4	.	.	-5	9.6	CCCc1c(-c2cccc(Br)c2)ncn1Cc1cccc(-c2ccccc2)c1
-6	2	2	-8	-13	5	i	-1	5	0.9	CSc1cccc(NC(=O)c2nnn(Cc3ccccc3)c2N)c1
9	-5	3	3	-9	3	i	-2	2	0.5	O=C(CSc1nc2c([nH]c3ccccc32)c(=O)n1-c1ccccc1)N1CCOCC1
2	-2	4	0	-1	21	i	0	3	-0.6	Cc1ccc(C)c(N2CCN(C(=O)Cn3ncn4cccc4c3=O)CC2)c1
0	9	-7	2	.	8	i	0	0	0.4	Cc1cccc(C)c1NC(=O)C(c1ccccc1)N1CCC(Cc2ccccc2)CC1 (stereo not drawn)

Ordered by length of the SMILES (falling): some entries from above
DNMT1 block	SUMO1 PPI mod	CendR NRP1 mod	NadD block	Scp-1 inhibitor	SKN-1 inh	Rpn11 inh	STEP inh	MT1-MMP act inh	LMPTP block	smiles
0	1	0	-4	-5	5	i	-1	2	-1.6	O=C(CCCC(=O)OCC(F)(F)C(F)F)Nc1ccc(NC(=O)CCCC(=O)OCC(F)(F)C(F)F)cc1
.	3	-5	.	.	-4	.	.	-5	9.6	CCCc1c(-c2cccc(Br)c2)ncn1Cc1cccc(-c2ccccc2)c1
-6	2	2	-8	-13	5	i	-1	5	0.9	CSc1cccc(NC(=O)c2nnn(Cc3ccccc3)c2N)c1
1	8	12	-3	-7	-2	i	3	4	-0.6	CC(NCC(=O)Nc1cc(Cl)cc(Cl)c1)c1ccccc1 (stereo not drawn)
-3	-3	0	0	-8	12	i	0	8	-1.9	CN(Cc1ccccn1)Cc1nc(Cc2ccccc2Cl)no1
2	-2	24*	-7	.	8	i	-2	-9	-0.1	CCc1cc(C(=O)Nc2ccc(OC)nc2)sc1C
0	1	-2	-2	-4	-1	i	-2	-2	-0.5	Cc1ccccc1NCc1nnc2n1CCCCC2

Source: PubChem
